Screening data as filed in PubChem BioAssay.
CBFb RUNX1 block – qHTS Assay for Compounds Blocking the Interaction Between CBF-beta and RUNX1 for the Treatment of Acute Myeloid Leukemia; AlphaScreen CBFb-His/RUNX1-biotin binding, biochemical; Potency, µM (series often up to 59.8 µM), inactives show at the top dose activity, negative = inhibition, actives largely listed as inhibitors; Runt-related transcription factor 1 (Homo sapiens) + Core-binding factor subunit beta …; 230,000 tested, under 10 active; AID 1477, 2009; further: % of control where 0% means no effect
Target sequence (Q01196 whole entry, looked up): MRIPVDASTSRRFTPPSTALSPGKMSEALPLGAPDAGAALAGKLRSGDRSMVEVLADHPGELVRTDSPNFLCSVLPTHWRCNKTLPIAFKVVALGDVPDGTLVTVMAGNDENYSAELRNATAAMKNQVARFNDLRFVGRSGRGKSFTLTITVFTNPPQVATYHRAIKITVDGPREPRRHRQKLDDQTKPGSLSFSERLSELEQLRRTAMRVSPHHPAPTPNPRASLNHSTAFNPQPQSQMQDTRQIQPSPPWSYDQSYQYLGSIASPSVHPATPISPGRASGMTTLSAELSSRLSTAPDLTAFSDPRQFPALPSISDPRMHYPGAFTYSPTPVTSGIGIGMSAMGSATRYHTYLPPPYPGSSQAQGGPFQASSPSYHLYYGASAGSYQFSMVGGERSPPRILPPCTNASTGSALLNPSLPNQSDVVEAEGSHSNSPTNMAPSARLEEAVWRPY
Target sequence (Q13951 whole entry, looked up): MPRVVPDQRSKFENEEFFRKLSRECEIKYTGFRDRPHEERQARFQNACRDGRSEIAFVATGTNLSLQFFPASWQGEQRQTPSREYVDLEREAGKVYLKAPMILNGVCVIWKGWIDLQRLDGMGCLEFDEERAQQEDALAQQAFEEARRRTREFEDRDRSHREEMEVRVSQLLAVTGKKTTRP
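Compounds were screened at multiple concentrations against a preformed CBF-beta(His)/RUNX1(biotin) complex (30 nM of each) for 15 min at room temperature, followed by 90 min with nickel and streptavidin beads and AlphaScreen reading.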
IMPase Li cell – qHTS Assay for Identifying the Cell-Membrane Permeable IMPase Inhibitors: Potentiation with Lithium; CHO-M1 cells, IP1 TR-FRET (IP-One), carbachol + lithium; Potency, µM (highest dose often 59.4 µM), for inactives: top-dose activity, negative = IMPase inhibition, actives largely listed as inhibitors; hit rate 0.35% among 210,000;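 further: IP1 builds up when IMPase is blocked and the TR-FRET signal falls; potency means the concentration at half of the fitted maximal effect; plate controls were basal vehicle for no effect and high inhibitor control for full effect; nearly all actives have a fitted effect of over 50% in size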
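Concentration–response in CHO-M1 cells, lithium-potentiated; 30 min at 37C. IP1 detected by competitive TR-FRET after 10 min lysis at RT. Hill-fitted AC50.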
HttQ103 aggreg – qHTS Multiplex Assay to Identify Dual Action Probes in a Cell Model of Huntington: Aggregate Formation (GFP) | hit rate 1.1% among 220,000 | Potency, µM (highest dose often 46.1 µM), inactives show at the highest dose activity change, negative = inhibition, hits mostly inhibitors | PC12 HttQ103-GFP aggregates, Acumen cytometry, 40 h; further: potency means the concentration at half of the fitted maximal effect; on the % scale 0 is the no-effect control and ±100 the full control effect; nearly all actives have a fitted effect of over 60% in size
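PC12/HTTQ103-GFP, ecdysone-inducible; teb 100 nM; cpd qHTS titration; GFP aggregates read on laser cytometer, Ex 488/Em 500-530 nm.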
Epigenetic derep – Quantitative High-Throughput Screen for Regulators of Epigenetic Control. murine LDR cells, GFP reporter derepression, 30 h. Potency, µM (series often up to 53.9 µM), for the others: top-dose GFP activation, usual class: activators. hit rate 0.2% among 280,000; further: potency means the concentration at half of the fitted maximal effect; % of control where 0% means no effect; nearly all actives have a fitted effect of over 60% in size
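Murine LDR cells carrying a silenced, genomically integrated CMV-driven GFP reporter were exposed to compound for 30 hours at 37 C. After PBS washes, GFP-positive cells (20–120 um objects) were counted by laser-scanning microplate cytometry.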
NPSR antag – qHTS Assay for Antagonists of the Neuropeptide S Receptor: cAMP Signal Transduction; Potency, µM (series often up to 38.3 µM), without a hit: at the highest dose activity change, negative = inhibition, usual class: inhibitors; CHO-NPSR cells, cAMP TR-FRET, antagonist mode; hit rate 1% among 220,000; Q6W5P4; AID 1461, 2008; further: potency means the concentration at half of the fitted maximal effect; on the % scale 0 is the no-effect control and ±100 the full control effect; nearly all actives have a fitted effect of over 50% in size; many of its hits are not listed in these tables
Target sequence (Q6W5P4 whole entry, looked up): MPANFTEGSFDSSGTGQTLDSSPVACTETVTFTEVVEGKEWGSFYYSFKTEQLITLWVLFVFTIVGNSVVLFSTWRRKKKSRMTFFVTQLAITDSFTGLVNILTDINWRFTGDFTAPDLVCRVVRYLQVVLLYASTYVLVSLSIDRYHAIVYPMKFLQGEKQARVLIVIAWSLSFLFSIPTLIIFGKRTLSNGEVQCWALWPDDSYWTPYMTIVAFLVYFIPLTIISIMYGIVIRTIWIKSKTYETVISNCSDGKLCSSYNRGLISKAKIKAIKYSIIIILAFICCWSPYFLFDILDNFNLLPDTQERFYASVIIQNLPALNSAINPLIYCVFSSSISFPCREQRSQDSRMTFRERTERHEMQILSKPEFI
Luc counter – Counterscreen for Luciferase (Kinase-Glo TM) Inhibition; Luciferin 4-monooxygenase (Photuris pensylvanica), Q27757; Kinase-Glo luciferase, ATP luminescence, 8 min; Potency, µM (titrated, usually from 38.3 µM), for the others: top-dose activity change, negative = inhibition, most hits filed as inhibitors; hit rate 0.28% among 200,000; AID 1379, 2008; further: potency means the concentration at half of the fitted maximal effect; on the % scale 0 is the no-effect control and ±100 the full control effect; nearly all actives have a fitted effect of over 60% in size
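Recombinant Kinase-Glo luciferase, 10 uM ATP (linear range), luciferin; imidazole pH 7.2 / KCl / MgCl2 / Tween / BSA buffer; 8 min RT; luminescence.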
L3MBTL1 block – qHTS Assay for the Inhibitors of L3MBTL1 | Potency, µM (top dose mostly 57.1 µM), for the others: at the highest dose activity, negative = inhibition, hits mostly inhibitors | Lethal(3)malignant brain tumor-like protein 1 (Homo sapiens), Q9Y468 | AlphaScreen L3MBTL1–H3K9me1 peptide binding | hit rate 0.66% among 230,000; further: potency means the concentration at half of the fitted maximal effect; on the % scale 0 is the no-effect control and ±100 the full control effect; nearly all actives have a fitted effect of over 60% in size
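First, the protein-peptide complex forms for 30 min at room temperature (L3MBTL1 50 nM, biotinylated H3K9me1 peptide 75 nM). Next, compounds are pin-transferred and incubated 30 min. Finally, AlphaScreen beads are added and read after 30 min.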
Starred values were filed as active, the others as inactive; ? = inconclusive; · = not tested or not shown; [ ] = remark or other dose. The call rests on the fitted dose curve; in most records, active means well fitted curve in the direction sought with a large enough effect; inconclusive means small, poorly fitted or top-dose-only effect, or another doubt; inactive means no such curve, though single readings can be large; an effect the other way counts as inactive or inconclusive.

molecule,CBFb RUNX1 block,IMPase Li cell,HttQ103 aggreg,Epigenetic derep,NPSR antag,Luc counter,L3MBTL1 block
COC(=O)CN(c1ccc(Cl)cc1C)S(C)(=O)=O,-2%,-3%,6%[9.22 µM],0.9%,5%,-4%,7%
Cc1ccc(NC(=O)CN(C)C(=O)/C=C/c2cccc(F)c2)cc1,-4%,3%,-13%,4.0%,-3%,-2%,·
Cc1cc(NC(=O)CSc2nnc(C)n2-c2ccccc2C)no1,-9%,23%,15%,2.6%,2%,1%,-7%
C=C[C@@H](C1=CC(=O)C(OC)=C(OC)C1=O)c1ccccc1,-11%,46%[activator],·,-1.1%,·,3%,·
C=CCSc1nc2c(c(=O)[nH]c(=O)n2C)n1Cc1ccc(C)cc1,0%,-4%,-8%,-1.0%,-12%[46.1 µM],3%,-10%
CC(C)C(=O)Nc1ccc(C(=O)Nc2ccc(Br)cc2F)cc1,2%,-1%,10%,1.6%,12%,-1%,·
Cc1cccc(NC(=O)c2cc3ccccc3o2)c1,?,-5%,-20%,1.3%,4%[46.1 µM],?,12%
COc1ccc2c(c1)CC(C1(O)C(=O)Nc3ccccc31)C2=O (stereo unspecified),5%,2%[38.3 µM],-5%,-1.5%,9%[7.67 µM],-3%,-7%
CCCCCCCC(=O)OC(CN1CCCCC1)CN1CCCC1=O (stereo unspecified),4%,7%[38.3 µM],4%,0.0%,-1%[46.1 µM],0%,·
CCOc1cc(S(=O)(=O)N2CCN(CC)CC2)ccc1Cl,1%,18%[38.3 µM],-15%,-2.2%,-6%[46.1 µM],-1%,-10%
CCCCC1NC(=S)N(C2CCCCC2)C1=O (stereo unspecified),-1%,-2%,-17%,6.5%,-10%,5%,7%
Cn1cnnc1Sc1cc(N2CCN(S(=O)(=O)c3ccccc3)CC2)ccc1[N+](=O)[O-],-12%,3%,-12%,-3.2%,-36%,-1%,-8%
CCN(CC)CCOc1ccc2c(c1)C(=NNC(=O)c1ccccn1)c1cc(OCCN(CC)CC)ccc1-2,?,50%[activator],?,0.0%,-51%,3%,?
CN1CCC(=O)N([C@H](CSc2ccc(Br)cc2)c2ccccc2)CC1,-4%,·,19%[9.22 µM],-0.7%,-10%,·,·
CCOc1ccccc1N1CCN(S(=O)(=O)CC)CC1,-2%,1%[38.3 µM],8%,-3.9%,0%[46.1 µM],-1%,-1%
O=C(O)c1cc(C(=O)C2CCCCC2)c[nH]1,23%,-3%,9%,-2.1%,18%,1%,·
CC(Sc1nnc2ccccn12)C(=O)NCc1ccc2c(c1)OCO2 (stereo unspecified),9%,0%,1%,-2.4%,5%,-1%,·
CCc1ccc(N(C(=O)CNC(=O)c2cccs2)C(C(=O)NC(C)(C)C)c2cc(OC)c(OC)c(OC)c2)cc1 (stereo unspecified),6%,-3%[38.3 µM],-3%,-1.3%,-8%[46.1 µM],-3%,0%
CC(=O)Oc1cc2c(cc1Cl)C1(CC(c3ccccc3Cl)O2)CC(C)(C)NC(=S)N1 (stereo unspecified),?,28%[38.3 µM],?,0.1%,-14%[46.1 µM],2%,·
CC(C)CCN1C(=O)c2ccc(C(=O)Nc3cccc(S(N)(=O)=O)c3)cc2C1=O,-1%,9%,13%,-1.8%,-2%,-3%,2%
CCC(C)(C(=O)NC1CCCCC1)N(C)C(=O)c1ccc2c(c1)OCO2 (stereo unspecified),1%,6%[38.3 µM],11%,0.1%,-1%[46.1 µM],-5%,·
COCCn1cc(C(=O)N2CCCC(C)C2)c2c3ccccc3n(C)c2c1=O (stereo unspecified),0%,-3%[38.3 µM],-7%,1.8%,-22%[46.1 µM],1%,-2%
CCOn1c(=O)c(-c2cccc([N+](=O)[O-])c2)[n+]([O-])c2ccccc21,3%,7%,-11%,-1.0%,-3%,2%,-6%
O=C(NCc1ccccc1)c1cccc(NC(=O)c2ccco2)c1,0%,14%[38.3 µM],2%,8.5%,5%[46.1 µM],0%,-3%
Cc1nc2nc(-c3ccc(Cl)cc3)[nH]n2c(=O)c1C,4%,-3%[38.3 µM],18%,1.1%,-4%[46.1 µM],-9%,-1%
N#C/C(=C\C1CC2C=CC1C2)c1nc2ccccc2[nH]1 (stereo unspecified),-2%,28%[38.3 µM],-13%,2.1%,0%[46.1 µM],2%,·
COc1ccc(-n2nc3cc(C)c(NC(=O)CC(C)C)cc3n2)cc1,-1%,-18%[38.3 µM],7%,2.3%,4%[46.1 µM],-4%,4%
COCc1cc(=O)[nH]c(/N=C(\N)Nc2ccc(Oc3ccccc3)cc2)n1,-1%,6%[38.3 µM],?,-2.7%,-20%[46.1 µM],-19%,-3%
CC(C)N(C(=O)N1CCC(c2nc(-c3ccncc3)no2)CC1)C(C)C,6%,12%,-20%,0.0%,-3%[46.1 µM],3%,0%
COc1cc(C(=O)N(CCc2ccccc2)C2=CC3CCC(C2)N3C)cc(OC)c1OC (stereo unspecified),9%,-1%,-9%,-1.1%,11%[46.1 µM],-2%,9%
CCc1ccc2[nH]c(=O)c(CN(CCN(CC)CC)C(=S)NCc3ccco3)cc2c1,3%,22%,14%[9.22 µM],5.1%,?,1%,-20%
O=C(O)CC(Cc1ccc(Br)cc1)C(=O)O (stereo unspecified),-3%,15%[38.3 µM],-8%,-0.1%,-1%[46.1 µM],1%,·
CC(=O)c1sc(-c2ccc(Cl)cc2)nc1C,20%,5%,4%,-0.1%,11%,-3%,1%[11.4 µM]
CCOC(=O)c1cnc2c(C(=O)OC)cccc2c1NCCN1CCOCC1,4%,13%[38.3 µM],-4%,-2.1%,-5%[46.1 µM],2%,-18%[11.4 µM]
CCOC(=O)c1c(NC(=O)CSc2nnc(-c3ccco3)o2)sc(C(C)=O)c1C,5%,-20%[38.3 µM],2%,0.7%,0%[46.1 µM],2%,·
O=C1CC(c2ccc(F)cc2)Sc2nc(-c3ccccc3)c(-c3ccccc3)n21 (stereo unspecified),-2%,5%,8%,0.0%,-19%,13%,0%
O=C(Cc1cccc2ccccc12)N/N=C/c1ccc(Sc2cccc3cccnc23)o1,-11%,12%[38.3 µM],-10%,?,-28%[46.1 µM],0%,·
O=C(N=Nc1c(O)[nH]c2ccc([N+](=O)[O-])cc12)c1ccccc1Cl,-1%,·,5%[9.22 µM],1.1%,?,·,-4%
O=C(N/N=C/c1ccc([N+](=O)[O-])o1)c1cc2c(ccc3ccccc32)o1,12%,-3%,6%[9.22 µM],?,?,-3%,6.3µM*
Cc1cc(C(=O)Nc2cccc3ccccc23)n(-c2ccccc2)n1,-4%,-4%,-1%,-0.3%,-19%,3%,·
CC(C(=O)Nc1ccc(OCc2ccccc2)cc1)N1CCCC1 (stereo unspecified),5%,22%,3%,0.0%,8%,-2%,·
CCn1ncc(Br)c1C(=O)Nc1ccccc1OC,3%,-3%,-1%,2.6%,-11%,-1%,·
Cc1ccc(C(=O)NCCOc2cccc(C)c2)cc1,4%,5%,20%[9.22 µM],-0.8%[10.1 µM],-7%,1%,15%
COC(=O)c1cnc(SC)nc1C,9%,0%,15%,8.0%,5%[46.1 µM],-1%,2%
CC(=O)Nc1c(C)nn(-c2ccc(C)c(C)c2)c1C,1%,-10%[38.3 µM],15%,-1.4%,5%[46.1 µM],-2%,-4%

Entries from the list above that contain fluorine, in the order listed:
molecule,CBFb RUNX1 block,IMPase Li cell,HttQ103 aggreg,Epigenetic derep,NPSR antag,Luc counter,L3MBTL1 block
Cc1ccc(NC(=O)CN(C)C(=O)/C=C/c2cccc(F)c2)cc1,-4%,3%,-13%,4.0%,-3%,-2%,·
CC(C)C(=O)Nc1ccc(C(=O)Nc2ccc(Br)cc2F)cc1,2%,-1%,10%,1.6%,12%,-1%,·
O=C1CC(c2ccc(F)cc2)Sc2nc(-c3ccccc3)c(-c3ccccc3)n21 (stereo unspecified),-2%,5%,8%,0.0%,-19%,13%,0%

More records:
molecule,CBFb RUNX1 block,IMPase Li cell,HttQ103 aggreg,Epigenetic derep,NPSR antag,Luc counter,L3MBTL1 block
Cc1cc(NC(=O)c2ccc(S(=O)(=O)N3CCOCC3)cc2)nc2c1c(=O)oc1ccccc12,-1%,6%[38.3 µM],23%,-0.3%,29%[46.1 µM],0%,6%
COc1ccc(/C=N/NC(=O)c2cccc(OC(F)(F)C(F)F)c2)c(OC)c1OC,-6%,9%,?,-1.8%,-7%,4%,-1%
COc1ccc(CCNC(=O)c2ccc(=O)[nH]n2)cc1OC,1%,-8%[38.3 µM],11%,-2.8%,8%[7.67 µM],-1%,1%
O=C(O)COc1ccccc1/C=N/NC(=O)COc1ccc(-c2ccccc2)cc1,3%,·,12%[9.22 µM],-2.8%,8%,·,·
Cc1ccc(-c2csc(N3N=C(c4ccccc4)/C(=C\c4ccc(N(C)C)cc4)C3=O)n2)cc1,-7%,-6%[38.3 µM],9%,-0.4%,-8%[46.1 µM],-8%,-3%
O=C(NNC(=O)c1ccccc1O)c1ccc(Cl)cc1,-1%,-12%[38.3 µM],?,0.0%,-13%[46.1 µM],-6%,8%
CCCCNC(=O)/C(C#N)=C/c1ccc2c(c1)OCCO2,1%,8%,2%,0.0%,10%,-1%,-1%
Cc1ccc(NC(=O)C(NCc2ccccn2)c2ccccc2)cc1 (stereo unspecified),-24%,-4%,5%,2.6%,-8%,-2%,·
CN(C)S(=O)(=O)c1ccc(C(=O)OCC(=O)c2ccc(OC(F)F)cc2OC(F)F)cc1,22%,-3%[38.3 µM],-6%,-7.4%,-17%[46.1 µM],-5%,5%
Cn1c(NC(=O)c2ccc(Cl)s2)cc(=O)n(C)c1=O,14%,-1%,-12%,2.6%,3%[46.1 µM],-1%,1%

Only part of the results is shown. The share of hits here may be higher or lower than overall.
